KLF5 inh = suppresses KLF5 promoter-driven expression; DLD-1 KLF5 promoter-luciferase reporter, luminescence; inhibition, % at 5 µM; 290,000 compounds, 0.23% hits;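 active = inhibition above a per-plate limit of that plate's mean compound inhibition plus 3 SD, cut at about 60% in these data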;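 note: 0% = DMSO wells and 100% = LY294002 at 200 µM; higher means less KLF5 promoter-driven luciferase light; inactives centre near -14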
AI-2 QS mod = modulates the Vibrio harveyi AI-2 quorum sensing system | activity change, % at 7.5 µM | Vibrio harveyi JMH597 AI-2 luminescence/OD600 ratio, 9 h; active compounds read low; strain lacks LuxN and CqsS sensors; 0 = neutral-control median | 300,000 compounds, 0.4% hits; in the data active = activity change below about -75%, passing the limit was not always enough; inconclusive = no clear call, values can overlap the other calls;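 note: luminescence divided by OD600 gain over 9 h not by final OD600 alone; inactives centre near 13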
GSK3B inh = human GSK3beta kinase inhibition; P49841; AID 2097; 300,000 compounds, 0.038% hits; GST-GSK3beta kinase, ADP-Glo luminescence, 60 min; active compounds read low; activity score (negative = inhibition), % at 10 µM;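 active = more than half of replicate wells score below -50%, meaning over 50% inhibition versus plate controls; inconclusive = some replicates but at most half score below -50%; inactive = no replicate scores below -50%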;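 note: 0% = median DMSO wells and -100% = median GW8510 positive control wells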
Target sequence (P49841 whole entry, looked up): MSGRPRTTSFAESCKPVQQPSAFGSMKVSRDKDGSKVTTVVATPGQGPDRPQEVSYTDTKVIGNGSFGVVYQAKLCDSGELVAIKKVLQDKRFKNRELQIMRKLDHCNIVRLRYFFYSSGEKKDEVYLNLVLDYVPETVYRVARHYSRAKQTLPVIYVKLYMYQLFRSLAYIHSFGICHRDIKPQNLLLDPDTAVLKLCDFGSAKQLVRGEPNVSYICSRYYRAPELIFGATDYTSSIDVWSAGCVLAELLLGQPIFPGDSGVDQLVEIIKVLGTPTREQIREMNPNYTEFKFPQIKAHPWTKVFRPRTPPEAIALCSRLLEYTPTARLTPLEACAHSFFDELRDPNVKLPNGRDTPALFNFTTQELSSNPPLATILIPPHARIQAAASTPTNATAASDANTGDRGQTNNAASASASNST
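Test system – GST-tagged human GSK3beta kinase, cell-free · Incubation – 60 min enzyme reaction, room temperature · Signal – ADP-Glo luminescence · Also added – peptide substrate and ATP at 25 µM · Controls – DMSO neutral wells and GW8510 at 20 µM as positive · Buffer or medium – Tris/MgCl2 kinase buffer · Measure – Luminescence-derived activity versus plate DMSO and GW8510 wells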
PolyA inh = yeast polyadenylation inhibition; S. cerevisiae SKY197-pL101 polyadenylation reporter, beta-gal luminescence; efflux-impaired pdr1/pdr3 knockout yeast; score 100 = 6 SD above DMSO; calls only at 12 µM; AID 1875; 300,000 compounds, 0.02% hits;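 active = lowest replicate activity score at least 50, where 100 means six control SD above control mean; inconclusive = lowest score under 50 but half or more replicates reach 50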;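 note: yeast exposed to compound for 9 h at 30 °C; higher score means more reporter readthrough which indicates perturbed polyadenylation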
aSyn UTR inh = MLPCN primary screen, SNCA 5' untranslated region; alpha-synuclein 5'UTR reporter, inhibitor activity; inhibition, % (tested at 7.5 µM); 300,000 compounds, 0.82% hits; AID 1813; in the data active = inhibition above about 60%; inconclusive = no clear call, values can overlap the other calls;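 note: H4 neuroglioblastoma cells stably carrying SNCA 5'UTR luciferase fusion; 0% = DMSO wells and 100% = positive control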
IEC-6 tox = IEC-6 cytotoxicity, counter-screen for KLF5 inhibitors; luminescence viability; inhibition, % at 5 µM; 290,000 compounds, 0.78% hits; AID 1825; in the data active = inhibition above about 22%;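 note: 0% = plate median of test compound wells and 100% = cytotoxic reference compound wells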
HSP90 inh = HSP90 refolding inhibition in rabbit reticulocyte lysate; AID 1789; 290,000 compounds, 0.91% hits; luciferase refolding luminescence, 3 h; inhibition, % at 5.6 µM;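 active = inhibition above the screen-wide mean plus 3 SD, computed separately per campaign, cut at about 16% in these data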;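 note: 0% = DMSO wells and 100% = 60 µM geldanamycin wells; inhibitors lower the luminescence because luciferase stays unfolded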
HSF-1 act = increases HSF-1 driven luciferase reporter signal | 300,000 compounds, 1.7% hits | activation, % at 9 µM | AID 504408 | NIH3T3-HGL HSF-1 luciferase reporter, MG132, 8 h; 100% = twice DMSO control signal;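 active = mean replicate activation of at least 50% with a set share of replicates each reaching 50%; inconclusive = only one of those two conditions met; inactive = mean below 50% and too few replicates reaching it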;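 note: 0% = median of the neutral control wells and 100% = twice that signal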
GSK3 alpha inh = inhibitors of human GSK-3 alpha kinase. P49840. ADP-Glo luminescence, 60 min. inhibition, % at 10 µM. 320,000 compounds, 0.1% hits. AID 2650;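 in the data active = inhibition above about 50%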;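 note: GST-tagged GSK-3 alpha with peptide substrate and 25 µM ATP; 0% = DMSO neutral wells and 100% = GW8510 positive control wells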
Target sequence (P49840 whole entry, looked up): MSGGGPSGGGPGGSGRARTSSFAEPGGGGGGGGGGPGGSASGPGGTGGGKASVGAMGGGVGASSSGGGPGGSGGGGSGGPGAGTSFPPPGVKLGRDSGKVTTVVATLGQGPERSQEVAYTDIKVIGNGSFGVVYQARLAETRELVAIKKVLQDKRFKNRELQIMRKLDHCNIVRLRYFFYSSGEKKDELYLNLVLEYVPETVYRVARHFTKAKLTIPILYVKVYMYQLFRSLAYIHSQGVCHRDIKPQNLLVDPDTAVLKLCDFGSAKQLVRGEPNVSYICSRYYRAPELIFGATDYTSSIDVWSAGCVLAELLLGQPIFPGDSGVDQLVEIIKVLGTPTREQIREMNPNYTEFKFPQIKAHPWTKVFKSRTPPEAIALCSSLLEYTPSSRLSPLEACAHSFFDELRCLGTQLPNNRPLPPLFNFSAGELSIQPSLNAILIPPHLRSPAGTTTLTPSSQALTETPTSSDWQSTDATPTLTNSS
HSF1 inhib = HSF1 inhibition; NIH3T3-HGL HSE-luciferase, MG132-induced, luminescence 8 h; active compounds read low; activity change, negative = inhibition, % at 7.5 µM (by protocol); 300,000 compounds, 0.77% hits; AID 2098;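 active = more than half of replicate wells show activity change below -50%, luminescence cut by over half; inconclusive = some wells, but at most half, below -50%; inactive = no replicate well below -50%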;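 note: luciferase reports HSF-1 transcriptional activity via heat shock element; 0% = median of DMSO wells and -100% = zero luminescence signal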
Active calls of the source: *; i = inactive; ? = inconclusive; · = not tested or not shown; & = joins results of further samples. An excerpt. The share of hits here may be higher or lower than overall.

item	compound	PolyA inh	HSF-1 act	aSyn UTR inh	GSK3 alpha inh	GSK3B inh	HSF1 inhib	KLF5 inh	AI-2 QS mod	HSP90 inh	IEC-6 tox
1	O=c1c2cc(Cl)ccc2nc(-c2ccc([N+](=O)[O-])cc2)n1O	i	14	-21	-2	0	1	-11	-83*	-3	-2
2	O=C(Nc1ccc(F)cc1)N1CCCN(c2ccc(C(F)(F)F)cn2)CC1	i	13	-12	3	-3	7	5	7	0	5
3	Cc1c(N2C(=O)/C(=C/c3ccccc3)SC2=S)c(=O)n(-c2ccccc2)n1C	i	18	-10	0	0	13	-18	19	0	-5
4	Cc1ccc(C)c(NC(=O)c2ccc3ccccc3n2)c1	i	35	-34	-1	2	11	-58	10	-3	6
5	Cc1ccc(-c2nnc(CSc3nnc(COc4ccccc4)n3-c3ccc(C)cc3)o2)cc1	i	-13	16	-1	-23	3	-20	23	3	-8
6	CN(C)CCN(Cc1ccccc1)c1ccccn1	i	12	9	1	0	1	-28&-1	8	2&9	-5&3
7	CN(C)Cc1c(C(=O)N/N=C/c2ccco2)nnn1-c1nonc1N	i	5	3	8	-4	1	-6	22	-7	-6
8	N#CC(C(N)=O)=C1CCCCC1	i	11	4	-1	0	-8	-8	-8	1	-1
9	Cc1ccc(/C=C2\SC(=S)N(CCC(=O)NNS(=O)(=O)c3ccc(C)cc3)C2=O)cc1	i	64*	13	-2	1	15	-6	30	-4	6
10	Cn1c(=O)n(C)c2cc(S(=O)(=O)NCCOCCO)ccc21	i	-10	0	-3	1	-13	-18	44	-3	-2
11	CCN(Cc1ccccc1)C(=O)c1cc(-c2ccc(OC)c(OC)c2)nc2ccccc12	i	-19	13	3	2	1	13	23	5	1
12	CCn1c(SCC(=O)NC2CCCC2)nnc1-c1c[nH]c2ccccc12	i	7	17	-3	0	5	-17	20	2	1
13	COC(=O)CNC(c1ccccc1)c1cc(Br)ccc1N (stereo unspecified)	i	74*	-5	-5	5	24	-3	2	6	2
14	COc1ccc(/C=C2/C(=O)N(c3ccccc3)N=C2C)cc1	i	0	?	1	3	-5	·	-2	·	·
15	CC(C)(C)NC(=O)/C(=C\c1ccccc1F)NC(=O)c1ccc([N+](=O)[O-])cc1	i	-5	-2	·	-2	1	3	20	0	11
16	CC(=O)N1CCc2cc(S(=O)(=O)NCCC(=O)Nc3cccc(C)c3)ccc21	i	11	-9	-2	-2	-1	-3	11	7	9
17	Cc1c(NC(=O)CSc2nnc3sc4ccccc4n23)c(=O)n(-c2ccccc2)n1C	i	15	8	2	-28	-7	-17	12	2	-6
18	O=C(O)CCCn1nc(C(F)(F)F)c2c1CCCCC2	i	-3	-31	8	-4	-3	-10	2	2	4
19	Cc1ccc(SCc2cc(=O)[nH]c(N3CCN(C)CC3)n2)cc1	i	8	6	6	0	-4	-33	7	0	0
20	CCn1c(=O)cc(OCC(=O)Nc2cccnc2)c2ccccc21	i	11	-13	-5	1	3	-32	34	1	9
21	COC(CNC(=O)C1CCCN(S(=O)(=O)c2c(C)noc2/C=C/c2cccs2)C1)OC (stereo unspecified)	i	?	-23	-3	0	28	-18	14	17*	-11
22	COc1ccc(CN2CCNC(=O)C2CC(=O)O)cc1OC (stereo unspecified)	i	5	4	-1	3	-3	-26	6	0	3
23	CNC(=O)c1nnn(-c2ccccc2)c1C(=O)NC	i	-5	21	-1	0	-6	-19	16	2	-5
24	CCOCC(=O)N1CCN(c2ccc([N+](=O)[O-])cc2)CC1	i	21	14	-1	-1	-7	-17	-2	3	-2
25	C=C(C)c1cccc(C(C)(C)NC(=O)Nc2ccc(OC)nc2)c1	i	9	14	1	-2	1	7	20	0	-1
26	COC(=O)COc1ccc(S(=O)(=O)N2CCN(c3ccc(OC)cc3)CC2)cc1	i	-3	-3	-6	-7	-2	5	25	0	6
27	Cc1ccc(-c2nnc(Nc3ccc(CC(N)=O)cc3)c3ccccc23)cc1S(=O)(=O)NCCO	i	-6	6	-3	-1	-3	-19	29	2	4
28	O=C(COC(=O)C1(c2ccccc2F)CCCC1)NC1CCS(=O)(=O)C1 (stereo unspecified)	i	2	2	0	3	-3	-18	?	1	1
29	c1ccc2c(c1)Nc1cc3ccccc3cc1S2	i	·	-135	-1	-3	-5	-16	1	5	13
30	COc1cc(OC)c(OC)cc1/C=C1\Oc2cc(OCC(=O)N3Cc4ccccc4C[C@H]3C(=O)O)ccc2C1=O	i	-18	9	0	-1	-1	-22	25	-6	-2
31	CCOC(=O)C(NCCOC)(NC(C)=O)C(F)(F)F (stereo unspecified)	i	-10	-2	-2	1	-2	1	4	1	2
32	S=C(Nc1ccc(Cl)cc1)c1nc2ccccc2s1	i	-36	-127	0	-2	-26	-25	-4	-2	0
33	COc1ccccc1CNn1c(-c2cccc(C)c2)nc2ccccc2c1=O	i	10	21	-3	2	1	9	13	5	2
34	CCCNC(=O)NC(=O)COC(=O)/C=C/c1cc(Br)ccc1F	i	1	2	0	0	-4	-13	-13	1	-1
35	Cc1ccc2[nH]c3nc(NN)nnc3c2c1	i	-3	14	-3	-2	0	-31	6	-1	1
36	COc1cc2nc(C3CCC3)nc(N3CCN(c4ccccc4OC)CC3)c2cc1OC	i	4	44	-1	1	-12	-3	2	2	-7
37	CCOC(=O)NC1(Nc2ccc(C)cc2)Oc2ccccc2O1	i	18	-100	2	2	-3	-5	21	-3	-2
38	Cc1ccc2c(C)c(C(=O)N3CCN(C4CCS(=O)(=O)C4)CC3)oc2c1C (stereo unspecified)	i	-7	-1	-4	-7	1	-13	16	0	-1
39	CS(=O)(=O)N1CCc2cc(S(=O)(=O)N3CCN(Cc4ccc5c(c4)OCO5)CC3)ccc21	i	-33	1	-1	-6	-18	-12	10	2	-4
40	COc1ccc2[nH]c3c(c2c1)CCNC3C1CC=C(C)CC1 (stereo unspecified)	i	-10	29	0	3	4	-12	15	-1	11
41	Cc1ccc(S(=O)(=O)N2CCN(C(=O)N3CCOCC3)C2C(C)C)cc1 (stereo unspecified)	i	-7	-9	-20	1	-1	0	9	3	-4
42	Cc1c(NC(=O)C2CCCN2S(=O)(=O)c2ccc(Cl)cc2)c(=O)n(-c2ccccc2)n1C (stereo unspecified)	i	48	-8	2	1	2	6	34	1	1
43	COc1ccc(C2CC(=O)n3c(nc4ccccc43)S2)cc1OC (stereo unspecified)	i	1	0	-1	1	7	-21	12	3	-4
44	CCc1cc(=O)oc2cc(C)cc(OC(C)C(=O)O)c12 (stereo unspecified)	i	4	8	6	0	-4	2	23	2	-4
45	COC(=O)C1=C(N)Oc2cc(C)n(Cc3cccnc3)c(=O)c2C1c1ccc(OC)c(OC)c1 (stereo unspecified)	i	2	-2	-3	2	-1	-20	23	-1	-2
46	Cc1ccc(S(=O)(=O)/N=C(\N)Nc2nc(C)c3cc(C)c(C)cc3n2)cc1	i	-6	6	0	4	-8	-18	25	1	2
47	O=C(NC1CCCCC1)C1CCN(S(=O)(=O)N2CCCCCC2)CC1	i	7	11	0	3	-3	-1	25	-2	1
48	COc1ccc(/C=C/C(=O)Nc2cccc(F)c2)cc1S(=O)(=O)N1CCOCC1	i	17	-53	-2	3	8	4	29	4	6
49	Cc1ccc(NC(=O)c2ccc(CNS(=O)(=O)c3cccc(C(F)(F)F)c3)cc2)cc1	i	-16	12	·	-2	6	-21	9	2	5
50	CCOc1ccccc1N(CC(=O)NCCc1ccccc1)C(=O)CCC(=O)Nc1ccccn1	i	2	-1	0	1	-5	16	4	-1	-4
51	CCCCn1nc(CC(=O)O)c2ccccc2c1=O	i	15	18	-2	0	0	15	31	0	-4
52	Cc1ccc(NC(=O)NC2CCCCC2)cc1S(=O)(=O)N1CCOCC1	i	1	10	-3	-1	-4	-36	14	-3	0
53	NS(=O)(=O)c1ccc(CCNCc2cccnc2)cc1	i	-2	0	-3	-1	-11	-29	11	-1	-6
54	COc1ccccc1OCC(=O)Nc1cc(S(=O)(=O)N2CCCCC2)ccc1N1CCCCC1	i	21	17	-1	2	3	-22	47	2	-2
55	CC(=O)Nc1nn(C)c2nc3cc(C)ccc3cc12	i	9	-16	0	1	-4	2	10	2	-2
56	O=C(CSc1nnc(CNC(=O)c2ccccc2F)o1)Nc1cccc(C(F)(F)F)c1	i	10	19	-2	·	-7	-36	35	1	11

The listing continues:
item	compound	PolyA inh	HSF-1 act	aSyn UTR inh	GSK3 alpha inh	GSK3B inh	HSF1 inhib	KLF5 inh	AI-2 QS mod	HSP90 inh	IEC-6 tox
57	CCOC(=O)c1cc2ccc(OC)cc2oc1=O	i	-10	-55	-2	1	6	-15	33	0	-8
58	COc1ccc(S(=O)(=O)N(C)CC(=O)NCc2ccccn2)cc1	i	-4	-2	-3	-1	-8	2	23	-1	-4
59	COC(=O)c1cnn2c(C(F)(F)F)cc(-c3ccc(F)cc3)nc12	i	12	8	-3	-4	-2	-4	11	-2	-3
60	Cc1cc([N+](=O)[O-])nn1CC(=O)Nc1sc2c(c1C(N)=O)CCCC2	i	19	17	0	-2	1	-1	51	1	-1
61	Cc1ccc2c(c1)COc1c3ccc(C(=O)NC(C)C)cc3nn1-2	i	12	-204	-2	1	17	·	13	·	·
62	O=C(N/N=C/C=C\c1ccccc1[N+](=O)[O-])c1cccnc1	i	-1	-16	0	-3	4	3	2	-2	4
63	COc1ccc(C(=O)C2CCN(CC(=O)Nc3ccc(C)cc3)CC2)cc1	i	-3	21	-3	-1	-10	-21	5	5	-4
64	CC(=O)N1c2ccc(S(=O)(=O)N3CCC(C(=O)N4CCN(c5ccccc5)CC4)CC3)cc2CC1C (stereo unspecified)	i	4	4	0	2	0	-11	10	2	7
65	COc1ccc(CN(C(=O)c2ccco2)C2CC(C)N(C)CC2C)cc1 (stereo unspecified)	i	2	18	-1	1	4	-4	-2	4	4
66	Cc1cccc(OCC(=O)OCC(=O)N(CC(C)C)c2c(N)n(Cc3ccccc3)c(=O)[nH]c2=O)c1C	i	-25	3	-2	-9	-1	·	-1	·	·
67	Cc1cccc(NC(=S)Nc2ccccn2)c1	i	58*	-71	4	-6	30	-48	-9	-2	10
68	O=c1c2ccccc2nc(/C=C/c2cccnc2)n1CCc1ccccc1	i	15	-21	4	-1	4	-3	8	6	-1
69	COc1ccc(C2c3[nH]c4ccccc4c3C[C@H]3C(=O)N(CC(C)C)CC(=O)N23)c(OC)c1 (stereo partly specified)	i	-22	36	-1	-2	-8	-2	-3	0	7
70	O=C(N/C(=C/c1ccccc1F)C(=O)N1CCCCC1)c1ccccc1	i	-8	5	0	2	0	8	31	-4	6
71	Cc1cc(C(=O)NC2=NCCS2)c2ccccc2n1	·	-16	-9	-1	1	-6	4	9	-1	0
